OXTR potentiate = human OXTR potentiators, primary screen, fluorescence, CHO-OTR cells, Fluo-8 calcium; Oxytocin receptor (Homo sapiens), P30559; Fluo-8 calcium fluorescence, potentiator mode; 0% = oxytocin EC15, 100% = EC100; activation, % at 3 µM; AID 2445, 2010; 0.061% of 320,000 active;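 active = activation above that plate's cutoff, the mean activation of tested compounds plus 3 SD, cut at about 6.6% in these data, passing the limit was not always enough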;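 also: 100% uses oxytocin at 75 nM as the full agonist control; some results filed as inactive read as strong as hits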
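assay system = CHO-OTR cells, human receptor | schedule = compound 6 min at room temperature before oxytocin, 100 s read | detection = Fluo-8 intracellular calcium fluorescence, ex 470-495, em 515-575 nm | evaluation = normalized max/min fluorescence ratio, % activation | control set = EC15 oxytocin alone as 0%, 75 nM oxytocin (EC100) as 100%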
TAAR1 antag = human TAAR1 antagonists, primary screen, Fluo-8 calcium fluorescence, CHO RD-HGA16 cells | Trace amine-associated receptor 1 (Homo sapiens), Q96RJ0 | antagonist | inhibition, % at 3 µM | 1.5% of 360,000 active | AID 624466, 2012;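 active = inhibition above a per-plate cutoff, the mean inhibition of test compounds on that plate plus 3 SD, cut at about 49% in these data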;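 also: 0% = DMSO plus EC80 beta-PEA response and 100% = DMSO alone without agonist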
Target sequence (Q96RJ0 whole entry, looked up): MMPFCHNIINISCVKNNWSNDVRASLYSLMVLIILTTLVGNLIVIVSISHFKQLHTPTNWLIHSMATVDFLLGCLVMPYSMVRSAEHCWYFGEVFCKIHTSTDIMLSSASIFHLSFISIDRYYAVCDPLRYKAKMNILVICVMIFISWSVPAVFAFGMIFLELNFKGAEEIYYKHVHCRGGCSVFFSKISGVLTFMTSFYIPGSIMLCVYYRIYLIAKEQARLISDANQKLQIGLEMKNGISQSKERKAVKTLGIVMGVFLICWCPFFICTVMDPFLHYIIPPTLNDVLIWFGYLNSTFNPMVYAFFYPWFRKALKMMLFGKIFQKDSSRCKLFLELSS
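Test system: RD-HGA16 CHO cells with stable hTAAR1 and Gα16 / Probe or stimulus: EC80 β-phenethylamine stimulus / Times: seeding 17-24 h prior, 75-min 37 °C, 30-min RT dye loading / Detection: Fluo-8 calcium-sensitive fluorescence / Read-out basis: % inhibition scaled between DMSO and EC80 PEA controls / Repeats: singlicate, one well per test compound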
CHRM1 agonist = human M1 muscarinic receptor agonists, primary screen, Fluo-8 calcium fluorescence, CHO-K1 cells, HTS; Muscarinic acetylcholine receptor M1 (Homo sapiens), P11229; activation, % at 3 µM; CHO-K1 hM1, agonist mode; 0% DMSO, 100% acetylcholine EC100; 0.33% of 360,000 active;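 active = activation above the run's mean compound activation plus 3 SD, cut at about 16% in these data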;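 also: peak over basal fluorescence ratio within a 140 s kinetic read after compound addition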
Target sequence (P11229 whole entry, looked up): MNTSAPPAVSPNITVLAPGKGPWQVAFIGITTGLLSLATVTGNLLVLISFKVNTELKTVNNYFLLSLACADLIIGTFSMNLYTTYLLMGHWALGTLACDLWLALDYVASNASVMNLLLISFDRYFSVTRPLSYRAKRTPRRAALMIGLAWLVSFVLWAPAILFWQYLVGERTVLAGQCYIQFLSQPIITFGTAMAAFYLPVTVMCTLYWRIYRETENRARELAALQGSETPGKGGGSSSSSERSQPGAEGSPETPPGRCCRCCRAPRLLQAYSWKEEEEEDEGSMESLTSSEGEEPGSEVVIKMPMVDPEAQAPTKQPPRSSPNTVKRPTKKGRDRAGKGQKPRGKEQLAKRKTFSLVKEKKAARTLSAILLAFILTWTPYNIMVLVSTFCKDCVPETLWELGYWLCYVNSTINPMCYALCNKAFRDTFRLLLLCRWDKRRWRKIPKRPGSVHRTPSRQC
CHO-K1 Ca ag = counter-screen for M1 agonists: effect in parental CHO-K1 cells; activation, % at 3 µM; Fluo-8 calcium fluorescence; scaled to maximal ATP response, vehicle zero; 0.48% of 360,000 active; AID 602248, 2012; in the data active = activation above about 15%;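 also: untransfected CHO-K1 host cells lacking M1 receptor as counterscreen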
M1 PAM parental = nonselective calcium activators in parental CHO-K1 cells, primary screen, counter-screen for M1 PAM project, cell-based, Fluo-8 calcium fluorescence, full deck, 1536-well; activation, % at 3 µM; 0.02% of 360,000 active; ATP EC20; 0% at ATP EC20, 100% at ATP max;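 active = activation above the run cutoff, the mean activation of all test compounds plus 3 SD, cut at about 40% in these data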;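 also: peak over basal fluorescence ratio in a 140 s read after ATP addition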
CHO-K1 Ca antag = counter-screen for M1 antagonists: effect in parental CHO-K1 cells | ATP-induced calcium, Fluo-8 fluorescence | inhibition, % at 3 µM | 0.6% of 360,000 active | AID 602250;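 active = inhibition above a per-plate cutoff, the plate's mean sample inhibition plus 3 SD, cut at about 24% in these data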;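 also: 0% = DMSO plus EC80 ATP and 100% = DMSO alone without ATP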
V1R ag counter = agonists of human V1a receptor, primary screen, counter-screen for OXTR agonist project, fluorescence, CHO-V1R cells; Vasopressin V1a receptor (Homo sapiens), P37288; Fluo-8 calcium fluorescence, agonist mode; 0% DMSO, 100% 3 nM vasopressin; activation, % at 3 µM; 0.25% of 320,000 active;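 active = activation above the mean activation of all tested compounds plus 3 SD, per screening run, cut at about 20% in these data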;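 also: signal is peak over basal fluorescence ratio across a 100 second FLIPR read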
TAAR1 ag = human TAAR1 agonists, primary screen, Fluo-8 calcium fluorescence, CHO RD-HGA16 cells; activation, % at 3 µM; AID 624467, 2012; 0.99% of 360,000 active; Trace amine-associated receptor 1 (Homo sapiens), Q96RJ0; vehicle wells 0%, saturating PEA agonist 100%;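 active = activation above the mean activation of all test compounds in the run plus 3 SD, cut at about 38% in these data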
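Test system: RD-HGA16 (CHO) cells co-expressing Gα16 and hTAAR1 / Benchmarks: DMSO vehicle as 0%, PEA at EC100 as 100% / Repeats: no replicates (n 1) / Measure: % activation from peak over basal fluorescence ratio, DMSO-to-PEA scaled / Timing: 17-24 h plating, Fluo-8 75 min 37 °C, 30 min RT / Technique: kinetic Fluo-8 calcium fluorescence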
CHO parental Ca = ATP-evoked calcium signal inhibitors, parental CHO, primary screen, counter-screen for OX1R antagonist project, cell-based, fluorescence, Fluo-8 calcium dye; AID 463079, 2010; inhibition, % at 5.6 µM; parental CHO-K1, ATP-induced calcium, Fluo-8 fluorescence; 0.63% of 330,000 active;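 active = inhibition above that plate's mean sample inhibition plus 3 SD, cut at about 26% in these data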;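 also: 0% = ATP-challenged DMSO wells and 100% = DMSO wells without ATP; some compounds past the cut are filed as inactive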
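Test system: untransfected parental CHO cell line; also added: ATP stimulus; dosing: 5.6 µM, single dose; signal: calcium-sensitive Fluo-8 fluorescence; measure: percent inhibition of ATP-evoked calcium rise, normalized to controls; benchmarks: low control ATP plus DMSO, high control DMSO only; replication: one well per compound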
Numbers without * were called inactive; x = no result given.

SMILES,OXTR potentiate,TAAR1 antag,CHRM1 agonist,CHO-K1 Ca ag,M1 PAM parental,CHO-K1 Ca antag,V1R ag counter,TAAR1 ag,CHO parental Ca
CCC(C)[C@@H](CN(N=O)[C@@H](Cc1ccccc1)CN(C)N=O)N(CCc1ccccc1)N=O (some centres undefined),-9.6,x,-6.8,0.2,14.2,-21.0,0.7,x,-43.8
OCc1cn(-c2ccccc2)nc1-c1ccc2c(c1)OCCO2,-14.0,4.3,-2.6,1.2,1.6,2.2,2.6,6.1,-12.7
Cc1ccc(NCC(=O)Nc2c(C)n(C)n(-c3ccccc3)c2=O)cc1S(=O)(=O)N(C)C,0.7,-2.3,-1.5,-0.2,-8.3,5.7,-0.5,-0.9,-12.8
Cc1ccccc1C(=O)Nc1ccc(N2CCOCC2)nc1,-12.2,-9.5,-3.0,0.0,9.7,-1.3,0.8,13.3,-6.4
S=C(NCCc1ccc(Cl)cc1)NC1CC1,-25.9,-5.1,-5.0,-0.1,6.2,-15.3,-0.9,2.8,9.7
CC(C)N(C(=O)[C@H]1C[C@H](CC(=O)NCC23CC4CC(CC(C4)C2)C3)C(=O)N2CCc3c([nH]c4cc(-c5ccco5)ccc34)[C@]12C)C(C)C,x,-41.4,-6.9,1.1,15.8,-6.3,x,-0.3,-23.4
COc1ccc2oc(C(=O)N3CCN(C/C=C/c4ccccc4)CC3)c(C)c2c1,-12.8,-11.3,3.9,1.8,-8.4,10.3,4.3,-0.8,-19.5
CN1c2cccc3cccc(c23)N(C)C1(C)C,-6.6,12.6,-2.7,0.4,-2.6,10.6,-1.5,16.9,-13.5
COC(=O)COc1ccc2c(=O)c(-c3ccccc3OC)coc2c1,-1.7,-4.7,-8.5,0.0,7.5,5.9,0.9,1.3,-5.7
CC(NC(=S)Nc1ccc([N+](=O)[O-])cc1)c1ccncc1 (centres undefined),-31.3,7.0,3.0,12.4,-1.1,3.2,8.5,23.5,12.8
O=C(OCC(=O)N1CCOCC1)c1cc2ccccc2oc1=O,-0.2,6.6,-3.6,0.0,14.2,-7.5,0.8,-0.8,-1.5
O=S(=O)(NCc1csc(-c2cccnc2)n1)c1cccs1,-4.7,2.9,-7.8,4.8,12.1,10.0,0.4,1.4,-11.5
CC1(C(=O)NS(=O)(=O)Cc2ccccc2C(F)(F)F)CCN1C(=O)c1ccco1 (centres undefined),x,-23.0,-1.5,0.0,10.7,-8.6,x,1.3,x
Cc1cccnc1NC(=O)C1CCCN(S(=O)(=O)c2ccc3c(c2)oc(=O)n3C)C1 (centres undefined),-5.4,-0.4,-5.1,-0.1,1.7,3.0,0.1,0.9,-1.4
COC(=O)c1cc(S(=O)(=O)NCc2ccccc2Cl)c[nH]1,-4.0,x,-2.0,0.1,4.0,7.4,0.4,x,-1.1
COc1ccc(Cl)cc1NC(=O)C(=O)NCc1ccncc1,0.6,-0.9,-6.2,-0.4,6.6,0.7,-0.2,11.2,-14.0
O=C(c1ccc(N2CCOCC2)cc1[N+](=O)[O-])N1CCOCC1,-2.7,-0.2,-4.5,-0.1,2.9,-8.6,0.2,0.5,3.9
O=C(c1ccc(NS(=O)(=O)c2ccc(F)cc2)cc1)N1CCCCC1,-13.2,-5.9,0.9,1.5,3.0,0.2,1.8,3.8,-0.4
CCc1ccc2cc3c(cc2n1)C(=O)c1ccccc1-3,x,-10.2,-10.7,2.7,5.6,4.0,x,0.0,x
C[C@@H](CN1CCC[C@H]1CN1C(N)=NC[C@@H]1Cc1ccccc1)N1C[C@@H](Cc2ccccc2)N(CCc2ccc(Cl)c(Cl)c2)C1=N,2.2,x,-7.8,-0.5,5.9,4.8,1.6,x,-19.7
COC(=O)CS(=O)(=O)c1ccc2c(c1)CC(=O)N2,-2.0,3.5,-1.7,0.1,-8.3,6.9,1.2,3.0,-12.7
O=C(c1ccc(F)cc1)N1CCN2C(=O)c3ccccc3C12c1ccccc1 (centres undefined),-1.4,3.0,-2.6,4.3,1.3,-9.5,-0.5,3.1,0.7
CSc1ccc(CNCc2ccco2)cc1,-9.4,3.7,-4.6,0.8,8.2,-14.2,0.0,0.2,-20.6
Nc1nc(-c2ccc3c(c2)OCCO3)c(CC(=O)O)s1,x,1.4,-2.9,2.4,11.8,-7.5,x,4.3,x
CCN(CC)S(=O)(=O)c1ccc(NC(=O)c2ccc(N(C)S(C)(=O)=O)cc2)cc1,-19.6,-4.3,0.5,3.6,-4.6,9.4,9.8,13.5,-12.9
COCCN(C(=O)C1CC(=O)N(Cc2ccccc2)C1)c1nc(-c2ccc([N+](=O)[O-])cc2)cs1 (centres undefined),-6.8,38.6,-4.8,3.8,-2.0,-5.2,0.7,1.7,1.7
Cc1ccc(SCC(=O)Nc2ccc(-c3nc4ccccc4[nH]3)cc2)cc1,-11.3,12.2,-9.0,1.5,6.6,2.9,0.7,3.2,7.7
Cn1c(=O)n(-c2ccc(Cl)cc2)c(=O)c2c3c(sc21)COC(C)(C)C3,4.0,-1.2,0.1,0.1,1.8,0.5,-0.1,-2.0,-2.5
CC(NC(=O)CCCC1CCCCC1)c1ccc(S(N)(=O)=O)cc1 (centres undefined),-6.8,-25.3,-8.1,0.1,8.1,-10.9,-0.3,-0.4,-5.6
S=c1[nH]nc(-c2ccco2)n1-c1ccc(Cl)cc1,-3.1,-0.4,-2.8,1.1,11.3,-12.7,-0.2,3.0,-7.5
CCN(CCNC(=O)C1CCCN(S(=O)(=O)CC)C1)c1ccccc1 (centres undefined),-8.4,-10.9,-4.3,0.4,15.1,-5.1,0.5,-2.6,-4.8
COc1cc(/C=N/Nc2ccc(Cl)c(C(=O)O)c2)ccc1OC(=O)c1ccco1,-16.5,-19.1,-4.4,0.4,9.9,0.6,-1.2,-2.0,-16.1
c1ccc(-n2ncc3c(NC4CCCCCC4)ncnc32)cc1,-2.6,-0.4,-10.3,0.8,24.1,-7.0,-0.6,-1.8,-15.5
CCCC(=O)N=C1SC2CS(=O)(=O)CC2N1c1ccc(-c2nc3ccc(C)cc3s2)cc1 (centres undefined),-4.5,13.7,-5.1,0.5,8.8,-0.5,1.5,4.1,1.5
Cc1cc(NC(=O)C2CCCN(S(=O)(=O)c3cnc[nH]3)C2)ccc1Br (centres undefined),-7.7,2.8,0.3,0.2,22.4,-6.9,-0.2,7.9,3.3
COc1ccc([N+](=O)[O-])cc1NC(=O)c1cncc(Br)c1,-2.9,2.0,-7.3,1.3,21.9,-3.7,0.3,1.6,-10.8
COc1ccc(F)cc1S(=O)(=O)NCC(c1ccc2c(c1)OCO2)N1CCN(C)CC1 (centres undefined),-12.4,5.8,-2.1,1.1,15.4,-6.3,-0.9,5.8,9.0
Cc1ccc(NC(=O)CN(C)C(=O)c2ccc(OCc3c(C)noc3C)cc2)cc1,x,-14.8,-4.9,1.6,10.2,-0.8,x,2.1,x
COc1cc(C(=O)Nc2ccc(C(=O)c3ccncc3)cc2)cc(OC)c1OC,x,41.7,1.1,6.7,10.3,0.8,x,10.0,x
O=C(Nc1cccc([N+](=O)[O-])c1)c1ccc2snnc2c1,-2.7,-33.6,-2.7,0.8,9.1,-9.0,2.7,2.7,18.7
O=C1S/C(=C\c2cccs2)C(=O)N1c1ccc(O)cc1,0.7,6.3,-3.8,5.6,4.4,-1.9,4.3,0.5,1.5
Cc1cc(C)cc(NC(=O)CSc2nnnn2-c2cccnc2)c1,-6.9,1.1,-1.6,4.1,-9.0,17.6,-0.5,-1.4,-4.2
CSc1ccc(C(=S)N2CCN(CCO)CC2)cc1,-8.9,0.9,-4.1,0.5,-5.0,-8.5,-0.1,1.5,9.3
COc1ccc(OCCC(=O)NCCN2CCOCC2)cc1,-22.1,-3.1,-4.4,-0.3,-9.8,7.0,0.2,8.3,8.6
N#Cc1c(-c2ccc(F)cc2)cc(-c2cccnc2)nc1N,-1.0,-1.6,-3.3,0.1,10.9,-4.8,-0.1,0.4,12.0
CC(C)NC(=O)N(C)C[C@H]1Oc2ccc(NC(=O)CCN3CCOCC3)cc2C(=O)N([C@H](C)CO)C[C@@H]1C,11.9,-17.2,1.1,0.7,12.1,-11.1,0.8,7.0,-18.1
Cc1ccccc1NC(=O)COC(=O)c1ccc(S(=O)(=O)N2CCCCCC2)cc1,x,-12.4,-2.6,0.9,5.5,-7.4,x,3.0,x
O=C(NCc1cccc(Cl)c1)NCc1cccc(Cl)c1,-4.5,-19.3,-4.1,1.8,3.9,-1.7,-0.3,-2.1,-13.1
O=C(CSc1nc2cc(C(=O)O)ccc2c(=O)n1-c1ccc(F)cc1)Nc1ccc(F)c(F)c1F,-6.2,-2.0,-0.5,0.1,1.4,-5.1,-1.4,0.9,-18.0
CN(C)c1ccc(C(CN)c2c[nH]c3ccccc23)cc1 (centres undefined),-4.0,6.8,-3.4,3.6,27.9,-17.5,-0.1,9.8,-7.6
O=C(CCC(=O)NC1CCCCCC1)Nc1nnc(C(F)(F)F)s1,-3.5,5.2,1.6,1.0,13.3,-15.8,1.3,10.7,-7.1

Structures shown so far with bromine, in the order listed:
SMILES,OXTR potentiate,TAAR1 antag,CHRM1 agonist,CHO-K1 Ca ag,M1 PAM parental,CHO-K1 Ca antag,V1R ag counter,TAAR1 ag,CHO parental Ca
Cc1cc(NC(=O)C2CCCN(S(=O)(=O)c3cnc[nH]3)C2)ccc1Br (centres undefined),-7.7,2.8,0.3,0.2,22.4,-6.9,-0.2,7.9,3.3
COc1ccc([N+](=O)[O-])cc1NC(=O)c1cncc(Br)c1,-2.9,2.0,-7.3,1.3,21.9,-3.7,0.3,1.6,-10.8

Compounds were not picked by outcome. Share with any hit: about 3.3%.
